Source: PubChem BioAssay
KCNK3 inh: human KCNK3 channel inhibition, primary screen. CHO-KCNK3 thallium flux, FluxOR fluorescence; active compounds read low. actives 0.84% (n = 340,000). B-score at 10 µM. AID 602410. O14649;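 active = B-score under library mean minus 4 SD, starting fluorescence ratio at most library mean plus 5 SD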;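 also: more negative B-score means stronger inhibition of thallium flux through KCNK3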
RGS4 block: inhibitors of human RGS4; P49798; HEK293 M3R/RGS4 inducible, Fluo-4 calcium flux; active compounds read high; triggered by carbachol at its EC20; B-score at 10 µM; actives 0.45% (n = 310,000); AID 463165;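 active = B-score, a plate-corrected calcium signal, over three deviations above library mean, with baseline fluorescence within five deviations of library mean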;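 also: RGS4 expression induced by doxycycline in cells with stable M3 receptor; B-score is computed from the integrated fluorescence ratio over baseline after carbachol; higher B-score means a larger calcium signal and so more RGS4 inhibition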
RGS4 act: potentiators or activators of RGS4; HEK293 M3R/inducible RGS4, carbachol calcium flux Fluo4; active compounds read low; actives 0.92% (n = 310,000); B-score at 10 µM;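 active = B-score of the integrated calcium signal more than 4 SD below the library mean, with starting fluorescence not abnormally high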;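 also: negative B-score means reduced calcium response which marks RGS4 activation or potentiation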
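test system = M3R-expressing HEK293 line, RGS4 induced by doxycycline | probe or stimulus = carbachol at ECmax as muscarinic agonist stimulus | timing = dye loading 30 min 37 °C, buffer rest 30 min RT | signal = calcium dye Fluo4 fluorescence | evaluation = B score from integrated fluorescence ratio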
TMEM16A inh: inhibitors of mouse TMEM16A calcium-activated chloride channel | AID 588511 | normalized B-score (activity score, 25-100; higher = stronger inhibition) at 10 µM | actives 1.2% (n = 310,000) | HEK293 TMEM16A/YFP iodide influx fluorescence, ionomycin | Q8BHY3;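 active = ratio plate-corrected score three or more library SD toward inhibition, starting fluorescence score within five deviations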;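 also: score derived from kinetic fluorescence span divided by baseline fluorescence per well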
hERG rescue: shields human hERG channel from block by proarrhythmic agents; CHO-hERG, FluxOR thallium flux, dofetilide IC70 present; activation (rescue from dofetilide block), less the hit threshold, % at 10 µM; actives 0.51% (n = 310,000); AID 1511;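 active = activation above the mean of controls blocked by dofetilide plus 5 SD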;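 also: thallium influx through hERG after potassium depolarization seen as dye fluorescence rise; in these data hits start at about 4.7%; inactives centre near -7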
Target sequence (Q12809 whole entry, looked up): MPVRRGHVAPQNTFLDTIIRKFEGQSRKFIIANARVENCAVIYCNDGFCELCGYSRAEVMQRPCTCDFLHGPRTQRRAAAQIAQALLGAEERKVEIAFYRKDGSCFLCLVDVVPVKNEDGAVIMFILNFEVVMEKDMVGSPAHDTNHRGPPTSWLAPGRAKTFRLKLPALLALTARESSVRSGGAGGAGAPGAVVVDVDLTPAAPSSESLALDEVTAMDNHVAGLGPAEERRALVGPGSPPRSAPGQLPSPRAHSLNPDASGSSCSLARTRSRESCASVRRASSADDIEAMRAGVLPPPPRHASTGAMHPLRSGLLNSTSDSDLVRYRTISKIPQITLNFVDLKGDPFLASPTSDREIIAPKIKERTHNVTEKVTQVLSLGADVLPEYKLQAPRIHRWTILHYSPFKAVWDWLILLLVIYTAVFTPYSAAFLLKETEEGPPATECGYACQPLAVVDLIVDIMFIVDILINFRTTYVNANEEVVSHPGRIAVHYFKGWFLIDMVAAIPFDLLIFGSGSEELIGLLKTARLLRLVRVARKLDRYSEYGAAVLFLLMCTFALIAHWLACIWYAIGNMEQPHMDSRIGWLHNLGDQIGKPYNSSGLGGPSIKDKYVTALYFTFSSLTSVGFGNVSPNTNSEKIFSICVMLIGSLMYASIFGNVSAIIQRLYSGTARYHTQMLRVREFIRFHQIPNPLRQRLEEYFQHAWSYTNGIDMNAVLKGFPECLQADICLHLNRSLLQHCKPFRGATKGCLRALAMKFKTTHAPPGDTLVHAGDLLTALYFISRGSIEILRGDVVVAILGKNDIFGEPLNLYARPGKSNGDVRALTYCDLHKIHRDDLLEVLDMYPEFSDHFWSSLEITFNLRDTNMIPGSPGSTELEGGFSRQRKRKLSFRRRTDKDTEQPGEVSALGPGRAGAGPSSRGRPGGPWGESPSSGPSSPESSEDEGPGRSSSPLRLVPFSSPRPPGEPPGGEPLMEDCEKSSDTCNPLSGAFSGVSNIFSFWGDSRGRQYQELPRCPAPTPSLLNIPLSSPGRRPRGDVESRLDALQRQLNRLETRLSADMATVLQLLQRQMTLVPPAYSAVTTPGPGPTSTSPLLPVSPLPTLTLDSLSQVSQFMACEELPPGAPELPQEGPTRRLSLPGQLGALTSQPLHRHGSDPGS
ANO1 activ: activates or potentiates the mouse TMEM16A chloride channel; Q8BHY3; HEK293 TMEM16A/YFP-H148Q/I152L, iodide quench fluorescence; active compounds read low; B-score at 10 µM; actives 0.3% (n = 340,000);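 active = fluorescence-ratio B-score plate-corrected deviation score at least 3 library SD below zero, with starting fluorescence score within 5 deviations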;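 also: channel opened by trigger with iodide after compound preincubation; score built on the fluorescence ratio of max minus min over baseline; more negative score means more quench and so TMEM16A activation or potentiation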
HDAC3 inhib: inhibitors of human histone deacetylase 3 | recombinant HDAC3, fluorogenic peptide/trypsin coupled, fluorescence | actives 0.15% (n = 320,000) | O15379 | inhibition, % at 8.3 µM; in the data active = inhibition above about 26%, passing the limit was not always enough; inconclusive = no clear call, values can overlap the other calls
SKKanGAS inh: blocks kanamycin growth of S. pyogenes SKKanGAS strain; actives 1.3% (n = 300,000); AID 1662; inhibition, % at 7.5 µM; BacTiter-Glo, 6 h;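 active = mean replicate score, as percent of positive control median, at least 50; inconclusive = mean below 50 but one replicate at or above 50; inactive = mean and every replicate below 50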;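 also: strain carries kanamycin resistance gene driven by streptokinase promoter and grows in 40 µg/ml kanamycin; loss of luminescence reflects streptokinase promoter inhibition or plain growth inhibition; 0% = median of DMSO wells and 100% = positive control at its reference dose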
KCNK9 inh: human KCNK9 channel inhibition | Q9NPC2 | HEK293 KCNK9, FluxOR thallium flux fluorescence; active compounds read low | B-score at 10 µM | actives 1.2% (n = 310,000);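 active = ratio B-score over 3 SD below the library mean, with starting fluorescence within 5 SD of its mean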;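 also: negative B-score means less thallium flux so channel inhibition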
KCNQ1 block: blocks the human KCNQ1 potassium channel; P51787; CHO-K1 KCNQ1, FluxOR thallium flux fluorescence; active compounds read high; B-score at 10 µM; actives 1.3% (n = 310,000); AID 2642;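 active = compounds whose thallium flux B-score, printed positive for inhibition, exceeds three library SD while starting fluorescence stays within three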;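 also: channel opened by potassium depolarization with thallium stimulus after 20 min compound exposure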
KCNQ1 act: potentiators or activators of human KCNQ1 potassium channel. P51787. CHO-K1 KCNQ1, thallium flux FluxOR fluorescence; active compounds read high. B-score at 10 µM. actives 0.35% (n = 310,000);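 active = fluorescence ratio B-score, a plate-corrected score, at least three library SD, with initial intensity B-score within 5 SD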
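System: Stable KCNQ1 CHO-K1 line | Incubation: 90 min dye loading and 20 min compound exposure, both at room temperature | Measure: Ratio B score | Medium: Assay buffer for compound exposure, DMSO matched across wells | Compound dosing: Single-concentration screen | Probe or stimulus: K+/Tl+ depolarizing stimulus | Measured by: Kinetic FluxOR fluorescence, 10 s baseline plus 110 s post-stimulus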
* hit, by the source's call; i = inactive; ? = inconclusive; / = no result given.

compound	KCNK3 inh	RGS4 block	RGS4 act	TMEM16A inh	hERG rescue	ANO1 activ	HDAC3 inhib	SKKanGAS inh	KCNK9 inh	KCNQ1 block	KCNQ1 act
N#C/C(C(=O)NCc1ccccc1)=C1/N=C(NC(=O)c2cccs2)c2ccccc21	i	i	i	i	-10	i	-15	-6	i	i	i
COc1cccc(CNC(=O)CN2C(=O)CCSc3ccc(S(=O)(=O)N4CCCC4)cc32)c1	i	i	i	i	-10	i	-3	-1	i	i	i
COc1cccc(-c2ccc(SCC(=O)c3ccccc3)nn2)c1	i	i	i	i	-19	i	18	-5	i	i	i
Cc1ccc(C)c(NC(=O)COC(=O)CCC(=O)c2cccs2)c1	i	i	i	i	-5	i	4	-2	i	i	i
CCOC(=O)Cc1csc(NC(=O)CCCC(=O)O)n1	i	i	i	i	-6	i	/	-4	i	i	i
COc1ccc(S(=O)(=O)N2CCCCC2)cc1NC(=O)C1CSC2(C)CCC(=O)N12 (stereo not given)	i	i	i	i	-6	i	-1	-9	i	i	i
COc1cc2c(=O)n(Cc3ccco3)c(=O)n(CC(=O)c3ccc(Br)cc3)c2cc1OC	i	i	i	i	-2	i	4	2	i	i	i
COC(=O)C1CC(=O)N(c2ccc(OCc3ccccc3Cl)cc2)C1 (stereo not given)	i	i	i	i	-10	i	2	1	i	i	i
CN=C1SC(CC(=O)Nc2cc(Cl)ccc2Cl)C(=O)N1C (stereo not given)	i	i	i	i	-14	i	1	5	i	i	i
COc1cc(N2C(=O)c3ccccc3C2=O)c(Cl)cc1C(=O)OCC(=O)N(C)C	i	i	i	i	-9	i	2	7	i	i	i
Cc1cc(O)c2/c(=N\N)c(-c3csc(C)n3)coc2c1	i	i	i	i	-5	i	-3	5	i	i	i
CCOc1ccc(C(=S)N2CCCC2)cc1	i	i	i	i	-5	i	-3	2	i	i	i
COc1ccc(Nc2cc(C(=O)NCCCN3CCOCC3)c3ccccc3n2)c(OC)c1	i	i	i	i	-7	i	3	2	i	i	i
CC1(C)Cc2c(c(N3CCOCC3)nc3snc(NC(=O)c4ccccc4)c23)CO1	i	i	i	i	-1	i	-2	4	i	i	i
Cc1cc(C)n(-c2ccc(C(=O)Nc3ccc(C)c(S(=O)(=O)N4CCOCC4)c3)cc2)n1	i	i	-8.1*	i	-16	i	5	7	i	i	i
COc1ccccc1NC(=O)C1CCCN1S(=O)(=O)c1ccc(Cl)cc1 (stereo not given)	i	i	i	i	-10	i	-3	18	i	i	i
CC(C)c1ccc(C(=O)NNC(=O)C2CC=CCC2C(=O)O)cc1 (stereo not given)	i	i	i	i	-4	i	2	0	i	i	i
O=C(Nc1ccccn1)C(F)(F)C(F)(F)C(F)(F)C(F)(F)C(=O)Nc1ccccn1	i	i	i	i	-3	i	/	-3	i	i	i
CCC(=O)N1CCc2cc(S(=O)(=O)CCC(=O)NC(C)CC)ccc21 (stereo not given)	i	i	i	i	-3	i	-16	-13	i	i	i
CC(Oc1ccccc1)c1ccnc2nc(/N=C/N(C)C)nn12 (stereo not given)	i	i	i	i	-4	i	-16	3	i	i	i
Cc1ccc(S(=O)(=O)NNC(=O)CC#N)cc1	i	i	i	i	-1	i	-10	0	i	i	i
COc1ccc(-c2[nH]ncc2CN(C)CCc2c(C)n[nH]c2C)c(F)c1	i	i	i	i	-6	i	-5	11	i	i	i
COc1ccc(S(=O)(=O)NCc2cc(=O)n(C)c(=O)n2C)cc1C	i	i	i	i	-5	i	?	4	i	i	i
Nc1ccc2c(c1)CC(=O)c1ccccc1S2	i	i	i	i	-3	i	/	0	i	i	i
c1cc2nncn2nc1N1CCCC1	i	i	i	i	-9	i	6	4	i	i	i
CCc1cc2c(NC(Cc3ccccc3)C(=O)O)ncnc2s1 (stereo not given)	i	i	i	i	-13	i	3	-3	i	i	i
O=C(O)c1cc(NCc2ccc(F)cc2)ccc1N1CCOCC1	i	i	i	i	-3	i	-4	-10	i	i	i
CCCN(C(=S)Nc1ccccc1)C1CCS(=O)(=O)C1 (stereo not given)	i	i	i	i	-7	i	-2	-5	i	i	i
COc1ccc(-c2nnn(CC(=O)NCc3cccs3)n2)cc1OC	i	i	i	i	-13	i	-2	-12	i	i	i
O=C(COc1ccccc1)Nc1cccc(-c2nnc(-c3ccccc3)o2)c1	i	i	i	i	-7	i	2	42	i	i	i
COc1ccc(OC)c(NC(=S)NN2CCN(C)CC2)c1	i	i	i	i	-5	i	?	-3	i	i	i
CCC(=O)c1cn([C@H](CCC(OC)OC)CC(=O)OC(C)(C)C)cc1CC	i	i	i	i	-9	i	4	-3	i	i	i
COc1ccc(N2CCN(S(=O)(=O)CCNC(=O)C34CC5CC(CC(C5)C3)C4)CC2)cc1	i	i	i	i	-8	i	0	-7	i	i	i
CCOCCCNC(=O)c1cn(C)c2ccc(S(=O)(=O)N3CCCC3)cc2c1=O	i	i	i	i	-8	i	3	0	i	i	i
Cc1cccc(NC(=O)C2CCCN2C(=O)Oc2ccccc2)c1 (stereo not given)	i	i	i	i	-10	i	-1	-4	i	i	i
C1=CC(c2cc3ccccc3o2)OC(CCc2ccccc2)C1 (stereo not given)	i	i	i	i	-14	i	6	7	i	i	i
CC1CC(C(F)(F)F)n2ncc(C(=O)O)c2N1 (stereo not given)	i	i	i	i	-9	i	-4	-2	i	i	i
NC(=O)CS(=O)(=O)c1ccc(Cl)cc1	i	i	i	i	-9	i	-2	3	i	i	i
CCOC1OC2C(CO)OC(n3cnc4c(N)ncnc43)C2O1 (stereo not given)	i	i	i	i	-23	i	6	-7	i	i	i
CCCOc1ccc([C@@H]2C3CN(C(=O)OCC)CC=C3C(C#N)=C(N)C2(C#N)C#N)cc1OC (stereo not given in full)	i	i	i	i	-8	i	1	-1	i	i	i
O=C(OCC(=O)N1CCN(S(=O)(=O)c2ccc(Cl)cc2)CC1)c1cc(Br)ccc1O	i	i	i	i	-10	i	3	-1	i	i	i
O=C(COc1ccc(Cl)cc1Cl)NN1C(=O)/C(=C\c2ccc(Cl)cc2)SC1=S	i	i	i	i	0	i	1	14	i	i	i
Cn1/c(=N/NC(=O)c2cccc(OC(F)F)c2)sc2ccccc21	i	i	i	i	-7	i	1	0	i	i	i
Cc1ccc(SCc2nc(-c3ccccc3)no2)cc1	i	i	i	i	-6	i	-2	15	i	i	i
COc1ccc(NC(=O)CN(C)C(=O)c2cn(-c3ccccc3)nc2-c2cccs2)cc1	i	i	i	i	-21	i	5	5	i	i	i
COc1ccc(S(=O)(=O)CC(=O)Nc2nnc(C(F)(F)F)s2)cc1	i	i	i	i	-7	i	?	1	i	i	i
COc1ccc2nc(SCc3ccccc3)nc(C)c2c1	i	i	i	i	-7	i	7	-1	i	i	i
O=C(Nc1cccnc1)c1cc(-c2cc(Cl)ccc2O)n[nH]1	i	i	i	i	-14	i	11	-7	i	i	i

Retrieved one by one from above, two records:
compound	KCNK3 inh	RGS4 block	RGS4 act	TMEM16A inh	hERG rescue	ANO1 activ	HDAC3 inhib	SKKanGAS inh	KCNK9 inh	KCNQ1 block	KCNQ1 act
COc1ccc2nc(SCc3ccccc3)nc(C)c2c1	i	i	i	i	-7	i	7	-1	i	i	i
O=C(OCC(=O)N1CCN(S(=O)(=O)c2ccc(Cl)cc2)CC1)c1cc(Br)ccc1O	i	i	i	i	-10	i	3	-1	i	i	i

The list goes on.
compound	KCNK3 inh	RGS4 block	RGS4 act	TMEM16A inh	hERG rescue	ANO1 activ	HDAC3 inhib	SKKanGAS inh	KCNK9 inh	KCNQ1 block	KCNQ1 act
Cc1cnc(C(=O)OCC(=O)c2ccc(F)c(F)c2)cn1	i	i	i	i	-6	i	3	2	i	i	i
O=C(Nc1cccc(C(F)(F)F)c1)c1scc2c1OCCO2	i	i	i	i	-8	i	7	1	i	i	i
CN1CCN(c2ccc(S(=O)(=O)N3CCCCC3)cc2NC(=O)/C=C/c2ccc(Cl)c([N+](=O)[O-])c2)CC1	i	i	i	i	-24	i	7	-9	i	i	i
Cc1cc(C)n(-c2nc(SCCN(C)C)c3c4c(sc3n2)COC(C)(C)C4)n1	i	i	i	i	-13	i	-2	16	i	i	i
Cc1ccc(-c2nc3ccccc3o2)cc1NC(=S)NC(=O)c1cccs1	i	i	i	i	-5	i	-2	-11	i	i	i
COCCNC(=O)c1ccc2ccccc2n1	i	i	i	i	-7	i	2	-9	i	i	i
CCc1ccccc1N(CC(=O)NC(C)(C)C)C(=O)CCC(=O)Nc1ccccn1	i	i	i	i	-5	i	6	0	i	i	i
O=C(NC(=S)NCc1ccccc1)c1ccc(Br)cc1	i	i	i	i	-1	i	0	-11	i	i	i
CC(C)c1nn2c(=O)cc(COc3cccc(NC(=O)c4ccco4)c3)nc2s1	i	i	i	i	-6	i	-1	0	i	i	i
Cc1ccc(N2C(=O)CC(n3ccnc3)C2=O)cc1C (stereo not given)	i	i	i	i	-9	i	0	-3	i	i	i
COc1ccc(CNC(=O)C(c2ccncc2)N(C(=O)Cc2cccs2)c2cccnc2)cc1 (stereo not given)	i	i	i	i	-11	i	-3	-2	i	i	i
O=C(CCC(=O)N1CCSc2ccccc21)NCc1ccccc1	i	i	i	i	-9	i	1	-4	i	i	i
CCOC(=O)c1ccc(NS(=O)(=O)c2ccc(Cl)nc2)cc1	/	i	i	i	-4	/	0	5	i	i	i
O=C(Nc1nc(-c2ccc(Cl)cc2)cs1)C1=COCCO1	i	i	i	i	-17	i	2	-3	i	i	i
CCn1c(=NC(=O)c2cccc(N3C(=O)CCC3=O)c2)sc2c(OC)ccc(OC)c21	i	i	i	i	-3	-6.4*	-3	5	i	i	i
CCCCn1nc2cc(C(=O)NCc3ccccc3OC)ccc2c1OCC	i	i	i	i	-7	i	-29	-1	i	i	i
CCOc1ccccc1N(CC(=O)Nc1cccc2ccccc12)S(C)(=O)=O	i	i	i	i	-4	i	1	-2	i	i	i
CCOC(=O)C1=C(C)N(CCCCCC(=O)O)C(=O)NC1c1ccc(Br)cc1 (stereo not given)	i	i	i	i	-5	i	7	5	i	i	i
